SKN-1 inh: C. elegans SKN-1 inhibition; AID 624304; C. elegans VP596 Pgst-4::GFP/RFP ratio, acrylamide-induced, 24 h; hit rate 0.49% among 360,000; inhibition, % at 21.8 µM;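 active means interference check ratio from 0.5 to 1.5 plus GFP to RFP signal ratio inhibition reaching or exceeding a fixed threshold, cut at about 30% in these data, passing the limit was not always enough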; further: some compounds called inactive have numbers as strong as hits
NadD inh: inhibitors of Staphylococcus aureus NadD; purified NadD enzyme, colorimetric absorbance read-out; inhibition, % at 20 µM; hit rate 0.78% among 360,000; AID 602399; in the data active means inhibition above about 26%; further: some compounds past the cut are filed as inactive
Rin1 Abl inh: inhibitors of human Rin1-Abl protein interaction | P00519+Q13671 | TR-FRET Rin1/Abl binding, biochemical | inhibition, % at 7.35 µM | hit rate 0.4% among 360,000; in the data active means inhibition above about 5%, passing the limit was not always enough
MLLE-PAM2 inh: blocks PAM2 peptide binding to the PABP1 MLLE domain. P11940. GST-MLLE / FITC-PAM2 fluorescence polarization. inhibition, % at 20 µM. hit rate 0.36% among 360,000. AID 588489; in the data active means inhibition above about 35%, passing the limit was not always enough;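 further: plate controls were DMSO wells with GST-MLLE for no effect and wells lacking GST-MLLE protein for full effect; some results filed as inactive read as strong as hits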
CSN inh: inhibitors of human CSN-mediated cullin deneddylation; inhibition, % at 12.5 µM; hit rate 0.38% among 360,000; AID 651999; Purified CSN, SCF-Nedd8-OG deneddylation, fluorescence polarization; Q92905;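 active means pattern-corrected inhibition above about 35%, with an unprinted fluorescence ratio check between 0.5 and 1.5, limit read from the data, passing the limit was not always enough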;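 further: 0% = enzyme with substrate and 100% = substrate without enzyme; some results filed as inactive read as strong as hits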
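assay system = purified human Csn5 enzyme expressed in HEK293T cells | amount = 0.24 nM enzyme | buffer or medium = Tris/NaCl/DTT buffer, pH 7.5 | reagent = 10 nM SCFSkp2-Nedd8OG | compound = one concentration, 12.5 µM, 0.25% DMSO | times = 90 min reaction at room temperature | signal = FP | read-out basis = % inhibition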
FAS-TE inh: FAS thioesterase (human) inhibition | recombinant FAS-TE, OMFH fluorogenic substrate, fluorescence endpoint | hit rate 0.67% among 360,000 | inhibition, % at 15 µM | P49327;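 active means compounds whose normalised, plate-corrected inhibition of enzyme fluorescence in the single-dose primary screen is 50% or more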;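 further: 0% = DMSO with enzyme and 100% = substrate without enzyme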
MT1-MMP act inh: inhibitors of human MT1-MMP activation. P50281. HT1080 RFP-PRO-GFP cells, GFP/RFP ratio fluorescence, overnight; percent of plate control window, DMSO zero. GFP/RFP ratio change, % at 20 µM. hit rate 0.061% among 360,000. AID 651647;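 active means GFP/RFP ratio change of at least 30% with cell ATP level not reduced by more than half and red fluorescence within 50% of control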; further: strong numbers were not always called active
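system = RFP-PRO-GFP reporter HT1080 cells | dosing = 20 µM single dose, 1% DMSO | timing = overnight cell settling, then overnight compound exposure, 37 °C, 5% CO2 | read-out basis = GFP/RFP fluorescence ratio | controls = DMSO and RFP-L50D-GFP cell wells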
Neddyl block: cullin neddylation inhibition | P61081+Q13564 | AID 651699 | hit rate 0.58% among 360,000 | TR-FRET cullin neddylation, biochemical | calls only at 25 µM; in the data active means inhibition above about 36%
Rpn11 inh: Rpn11 (human) deubiquitinase inhibition | calls only at 20 µM | O00487 | AID 588493 | hit rate 0.59% among 360,000 | human 26S proteasome, Ub4-pepOG fluorescence polarization; 20S core pre-blocked with epoxomicin;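 active means inhibition at 20 µM, scaled to each plate's controls, above about 33%, limit read from the data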
Starred values were filed as active, the others as inactive; i = inactive; / = no result given; + = active, no number; & = joins results of further samples; ! = not confirmed by another sample. Some of the compounds tested; count on the stated rates, not on these rows.

SMILES	SKN-1 inh	NadD inh	Rin1 Abl inh	MLLE-PAM2 inh	CSN inh	FAS-TE inh	MT1-MMP act inh	Neddyl block	Rpn11 inh
CCOC(=O)C1=C(N)Oc2cc(C)oc(=O)c2C12C(=O)N1c3c(cccc32)C(C)=CC1(C)C (centres undefined)	6	2	1	5	-2	2	4	i	i
CC(=NCc1ccc2c(c1)OCO2)c1c(O)n(-c2ccccc2)c(=O)[nH]c1=O	-9	-3	0	13	-2	-4	2	i	i
OC(c1ccncc1)(c1ccc(F)cc1)c1ccc(F)cc1	-3	-7	-3	-3	-17	-9	2	i	i
COP(=O)(Cc1ccc(C#N)o1)OC	-4	1	-3	-3	5	-9	-2	i	i
COc1ccc(NP2(=O)NCCCN2)cc1	1	-3	1	5	-3	-11	4	i	i
C[C@]12CCC3C(CC[C@H]4C[C@@H](O)CC[C@]34C)C1C/C(=N/O)[C@@H]2O (some centres undefined)	3	-1	7	-2	-1	2	-4	i	i
CCN1CCN(Cc2ccc(C)cc2)CC1	6	-3	2	-11	-6	-8	-1	i	i
Cc1ccn2nc(S(=O)(=O)Nc3c(F)cccc3F)nc2n1	-5	0	2	14	-3	-11	-1	i	i
OC(Cn1c2ccccc2c2ccccc21)C[n+]1ccccc1 (centres undefined)	-23	7	1	8	-8	-11	-1	i	i
O=C(c1ccccc1[N+](=O)[O-])N1CCC2(CC1)OCCO2	0	-3	-2	2	0	-4	-1	i	i
CCOc1cc(C2C(C#N)=C(N)Oc3c2c(=O)oc2ccccc32)ccc1OC(=O)c1cccs1 (centres undefined)	7	31*	1	18	-2	42	0	i	i
CC/C(=N\Nc1cccc2ccccc12)c1c(O)[nH]c(=O)[nH]c1=O	9	14	-1	-9	9	3	-6	i	i
C=CCn1c(O)c(/C=C/C=Nc2ccccc2)c(=O)[nH]c1=O	23	-9	-9	-139	24	-13	-23	i	+
CCCCn1c(=O)c(C(=O)Nc2ccccc2)c(O)c2ccccc21	6	-3	5	20	-5	21	-4	i	i
COc1ccc(CCC(=O)NCCc2cnc[nH]2)cc1	18	-3	-2	4	-3	-6	7	i	i
COc1ccc(S(=O)(=O)N2CCOCC2)cc1NC(=O)COC(=O)Cc1ccccc1	-1	-12	2	-7	-2	0	-1	i	i
COc1ccccc1OCC(=O)N1CCN(Cc2ccc3c(c2)OCO3)CC1	-2	1	-3	6	5	0	4	i	i
O=C(O)C(Cc1cnc[nH]1)NS(=O)(=O)c1ccc(Br)cc1 (centres undefined)	6	-8	2	13	7	-4	-2	i	i
O=C1NC(=S)N(c2ccc(F)cc2)C(=O)/C1=C\c1ccoc1	6	32*	3	-79	30	0	-30	i	+
N#CC1c2ccccc2-n2nncc2CN1S(=O)(=O)c1ccc(Cl)cc1 (centres undefined)	-11	-3	8	0	-1	-12	2	i	i
COc1ccc2[nH]cc(CCN(C)C)c2c1	0	1	-5	-4	-2	-4	3	i	i
COc1cccc(N2C(=O)NC(=O)/C(=C\c3cn(C)c4ccccc34)C2=O)c1	0	1	-1	179	-23	-5	-9	i	i
O=C(c1ccc(Cl)cc1)C1CCCN(C2CCSCC2)C1 (centres undefined)	15	-6	2	7	-10	0	3	i	i
Cc1cc(OCC(=O)NCc2ccncc2)c2c3c(c(=O)oc2c1)CCCC3	4	-2	-2	0	-4	1	3	/	i
CCC(=Nc1ccc2c(c1)CCC2)c1c(O)n(-c2ccc(OC)cc2)c(=O)[nH]c1=O	8	-2	-3	10	0	-7	-2	i	i
C[C@]12CCC3C(CC[C@H]4C[C@H](N)CC[C@]34C)C1CC[C@H]2O (some centres undefined)	0	-4	1	1	3	-2	-2	i	i
COc1ccc(CCNCc2ccccc2)cc1	18	-6	1	6	-2	-5	2	i	i
CC(C)c1ccc(N2C(=O)NC(=O)/C(=C/c3cnc(-c4ccccc4)nc3)C2=O)cc1	8	8	-1	7	14	-6	-18	i	i
CCC1C(c2ccccc2)NC(c2ccccc2)CC1(O)c1ccc(F)cc1 (centres undefined)	0	-6	1	10	5	28	-3	i	i
CSCCC(c1nnnn1C(C)(C)C)N1CCC(n2c(=O)[nH]c3ccccc32)CC1 (centres undefined)	15	-2	19*	19	-1	5	2	i	i
Cc1ccc(-c2nc3ccccc3c(=O)n2-c2ccc(O)cc2)cc1	6	0	5	13	2	-2	0	i	i
CCCCCn1c(=O)c(C(=O)NC(C)c2ccccc2)c(O)c2ccccc21 (centres undefined)	3	0	-1	-5	-1	17	2	i	i
CC1CCC(N2CCN(C(=O)COc3ccccc3)CC2)CC1 (centres undefined)	-2	-11	2	9	0	-5	2	i	i
O=C1C2CCCN2C(c2ccncc2)N1c1ccc(Cl)c(Cl)c1 (centres undefined)	21	6	-1	-5	2	3	1	i	i
NC(N)=N/N=C/c1ccc(N(c2ccccc2)c2ccccc2)cc1	-6	13	-5	-7	20	-101	-28	i	+
O=c1c2ccccc2nc(-c2ccco2)n1-c1ccncc1	15	4	1	8	-6	-9	-2	i	i
COc1cc(OC)c2c(c1)O[C@@H](c1ccc(OC)c(OC)c1)[C@H](O)C2	-7	-1	1	-11	-3	1	2	i	i
CCOP(=S)(OCC)SCC(=O)NC(C(=O)O)C(C)C (centres undefined)	11	0	-5	31	7	-10	-3	i	i
CCN(CC)P(=O)(NC(=O)C(Cl)(Cl)Cl)N(CC)CC.[Cl-].[Cl-].[Cl-].[Nd+3]	-18&-19	0&-3	2&5	1&0	104*!	-5&-9	5&-3	i	+
C#CCNc1ccncc1S(=O)(=O)NC(=O)NC(C)C	21	1	0	8	-6	-5	2	i	i
O=c1[nH]c(=O)n(CCC2=CCCCC2)c(O)c1C=NCc1cccnc1	-4	-1	5	-8	3	-7	-2	i	i
CC(=Nc1c(C)n(C)n(-c2ccccc2)c1=O)c1c(O)n(Cc2ccccc2)c(=O)[nH]c1=O	-7	6	0	-10	-4	-11	-5	i	i
COc1ccc(C2SCC(=O)Nc3c2c(C)nn3-c2ccccc2)cc1OC (centres undefined)	27	3	-1	10	0	-8	1	i	i
CCN(CC)CCCNC(=O)c1c(O)c2ccccc2n(Cc2ccccc2)c1=O	-3	-4	-2	3	0	-26	4	i	i
COC(=O)C1=C(c2ccc(OC(F)(F)F)cc2)C[C@@H]2CC[C@H]1N2C(=O)NC1Cc2ccccc2C1	11	-4	2	7	3	15	5	i	i

Ordered by molar mass (largest number first): 5 of the compounds above
SMILES	SKN-1 inh	NadD inh	Rin1 Abl inh	MLLE-PAM2 inh	CSN inh	FAS-TE inh	MT1-MMP act inh	Neddyl block	Rpn11 inh
COc1cc(OC)c2c(c1)O[C@@H](c1ccc(OC)c(OC)c1)[C@H](O)C2	-7	-1	1	-11	-3	1	2	i	i
NC(N)=N/N=C/c1ccc(N(c2ccccc2)c2ccccc2)cc1	-6	13	-5	-7	20	-101	-28	i	+
Cc1ccc(-c2nc3ccccc3c(=O)n2-c2ccc(O)cc2)cc1	6	0	5	13	2	-2	0	i	i
C#CCNc1ccncc1S(=O)(=O)NC(=O)NC(C)C	21	1	0	8	-6	-5	2	i	i
O=c1c2ccccc2nc(-c2ccco2)n1-c1ccncc1	15	4	1	8	-6	-9	-2	i	i

Continued.
SMILES	SKN-1 inh	NadD inh	Rin1 Abl inh	MLLE-PAM2 inh	CSN inh	FAS-TE inh	MT1-MMP act inh	Neddyl block	Rpn11 inh
COc1ccc(Cn2c(N)c(C(=O)NCc3ccco3)c3nc4ccccc4nc32)cc1OC	9	13	15*	-30	57*	19	-11	i	+
CC(C)CC12CN3CCN(CC(C3)C1O)C2 (centres undefined)	5	-3	-4	-5	-2	-7	-10	i	i
CCN(CC)S(=O)(=O)c1ccc(NN=C(C#N)C#N)cc1	13	3	0	-3	-8	1	-9	i	i
CC(C)c1onc(C(=O)N2CCC3(CC2)OCCO3)c1[N+](=O)[O-]	18	-5	6	-14	-5	-4	-1	i	i
CCOc1cccc(N2C(=O)CC(=O)NC2=O)c1	0	6	2	-24	6	-4	-22	i	i
NCCc1nc2ccccc2s1	-4	2	-1	-3	-2	-4	6	i	i
O=C(Cc1ccc(N(CCCl)CCCl)cc1)NC(Cc1ccc(Cl)cc1)C(=O)O (centres undefined)	12	8	0	12	1	-7	-2	i	i
c1ccc(CN2COC3CCCCCC32)cc1 (centres undefined)	13	5	-1	-13	1	-2	3	i	i
N=C1c2ccccc2CN1NC(=O)c1ccccc1	-1	-2	5	5	-2	-7	3	i	i
Cc1cccc(C)c1N1CCN(c2c(C)cccc2C)CC1	5	4	1	-3	1	14	3	i	i
O=[N+]([O-])c1ccc(N2CCNCC2)cc1Sc1ccccn1	-15	1	-8	-4	1	-1	-11	i	i
FC(F)(F)c1cccc(NC2=NCCCS2)c1	-4	-5	-5	-17	-2	-4	3	i	i
COc1cc(/C=C/c2nc3ccccc3c(=O)n2-c2cccc(O)c2)ccc1O	7	3	0	-63	9	-2	-166	i	+
CC(C)N1C(=O)NC(=O)C2(Cc3cc([N+](=O)[O-])ccc3N(C)C2c2ccccc2)C1=O (centres undefined)	20	2	-3	-8	-10	4	-2	i	i
COc1ccc(C(c2nnnn2-c2ccc(OC)cc2)N2CCC3(CC2)C(=O)NCN3c2ccccc2)cc1 (centres undefined)	1	12	5	5	10	52*	-5	i	i
COc1ccc(CC2NCC(O)C2OC(C)=O)cc1 (centres undefined)	0	0	-1	9	-1	-5	-34	i	i
CC(=O)OC1(C)CC(C)C(=O)C(C(O)CC2CC(=O)NC(=O)C2)C1 (centres undefined)	10	0	2	-4	-2	-6	-39	i	i
CC(C)c1ccc(NC(=O)CCNC(=O)N2C[C@H]3C[C@@H](C2)c2cccc(=O)n2C3)cc1	12	7	-2	7	2	-4	3	i	i
Cc1nn(CC(C)C)c(Cl)c1C(=O)O	0	0	1	-8	-1	-4	-3	i	i
O=C(CN1C(=O)CN=C(c2ccccc2Cl)c2cc(Cl)ccc21)NCc1ccco1	-4	-4	1	-12	-5	1	1	i	i
Cc1cc(C)[n+](C2C3CC4CC(C3)CC2C4)o1 (centres undefined)	0	-6	-3	-60	1	-10	5	i	i
CSc1ncc(/C=C2/C(=O)NC(=O)N(c3ccc(C)cc3)C2=O)cn1	-3	2	-1	30	-4	-9	8	i	i
CCCCCCC(=O)N/N=C/c1c(O)n(C2CC2)c(=S)[nH]c1=O	-7	-4	-4	19	3	-2	7	+	i
CN(C)C1(CNC(=O)c2ccc(NS(=O)(=O)c3ccc(Cl)c(Cl)c3)cc2)CCCCC1	-10	-4	1	10	-4	-8	2	i	i
Cc1cc(/C=C2/C(=O)NC(=O)N(Cc3ccco3)C2=O)c(C)n1-c1ccc(C(=O)O)cc1	7	1	0	-16	11	-4	-4	i	i
CNC(=O)Oc1ccccc1OC(C)C	10	2	-6	0	-6	0	-1	i	i
C[C@]12CCC3C(CC[C@H]4C[C@@H](O)CC[C@]34C)C1C[C@@H](O)[C@@H]2O (some centres undefined)	3	1	4	5	-5	-7	-3	i	i
Oc1ccc(C2=CCNCC2)cc1O	12	-1	8	1	-3	-13	0	i	i
CN1CCN(Cc2cc(=O)n3ccsc3n2)CC1	9	-1	0	-9	-2	-7	-2	i	i

Source: PubChem BioAssay
